Assay outcomes deposited in PubChem by National Center for Advancing Translational Sciences (NCATS).
FEN1 inh: human FEN1 inhibition; Recombinant FEN1 flap cleavage, fluorescence, 15 min; Potency, µM (titrated, usually from 114 µM), inactives show top-dose activity change, negative = inhibition, most hits filed as inhibitors; AID 588795; P39748; hit rate 0.35% among 390,000; also: nearly all actives have a fitted effect of over 65% in size
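Concentration–response screening of FEN1 (10 nM): 15 min compound preincubation at room temperature, reaction started with 50 nM substrate and read at 0 and 15 min. Corrected, normalized data were fitted by a four-parameter Hill equation.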
N370S GC: N370S glucocerebrosidase modulation, Gaucher chaperone candidate. Potency, µM (series often up to 59.4 µM), without a hit: at the top dose activity change, negative = inhibition, usual class: inhibitors. N370S GC spleen homogenate, 4MU-glucoside fluorescence. AID 2101. P04062. hit rate 0.092% among 330,000;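 also: 0% = full enzyme activity and -100% = no enzyme basal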
GCN5L2 inh: GCN5L2 (KAT2A) acetyltransferase inhibition; Q92830; GCN5L2 HAT assay, ThioGlo1 CoA-SH fluorescence; Potency, µM (titrated, usually from 58.9 µM), for inactives: at the top dose activity change, negative = inhibition, most hits filed as inhibitors; hit rate 0.21% among 390,000; AID 504327
Target sequence (Q92830 whole entry, looked up): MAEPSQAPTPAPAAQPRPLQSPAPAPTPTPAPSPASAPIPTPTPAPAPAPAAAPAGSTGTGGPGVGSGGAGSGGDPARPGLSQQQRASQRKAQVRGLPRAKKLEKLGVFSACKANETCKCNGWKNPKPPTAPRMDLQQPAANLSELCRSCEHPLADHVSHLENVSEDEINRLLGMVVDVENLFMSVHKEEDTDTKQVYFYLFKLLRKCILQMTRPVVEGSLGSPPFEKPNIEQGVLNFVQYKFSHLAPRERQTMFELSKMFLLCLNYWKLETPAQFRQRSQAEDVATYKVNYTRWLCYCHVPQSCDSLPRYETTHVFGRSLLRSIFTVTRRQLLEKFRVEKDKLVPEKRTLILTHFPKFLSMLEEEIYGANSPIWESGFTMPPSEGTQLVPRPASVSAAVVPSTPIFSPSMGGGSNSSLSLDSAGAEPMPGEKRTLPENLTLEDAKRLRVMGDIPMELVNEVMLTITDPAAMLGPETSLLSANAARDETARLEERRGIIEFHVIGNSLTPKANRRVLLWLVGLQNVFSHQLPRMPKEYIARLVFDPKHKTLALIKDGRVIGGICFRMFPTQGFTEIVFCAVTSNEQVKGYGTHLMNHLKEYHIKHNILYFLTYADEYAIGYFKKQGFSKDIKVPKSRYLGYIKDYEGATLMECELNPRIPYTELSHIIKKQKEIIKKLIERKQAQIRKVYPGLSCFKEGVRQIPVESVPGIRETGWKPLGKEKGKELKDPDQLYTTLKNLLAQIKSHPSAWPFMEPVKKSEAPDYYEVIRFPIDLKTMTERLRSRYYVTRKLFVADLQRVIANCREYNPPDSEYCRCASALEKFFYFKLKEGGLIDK
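Titration-based screen in which CoA formation is detected via maleimide probe ThioGlo1 (50uM) turning fluorescent on thiol reaction; substrates H3(1-25) 75uM and acetyl-CoA 70uM, GCN5L2 20nM, 20 min incubation at room temperature.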
Active calls of the source: *; ? = inconclusive; . = no result given; [ ] = another dose, or the depositor's remark. Calls follow the shape of the dose curve; as a rule, active = well fitted curve in the direction sought with a large enough effect; inconclusive = small, poorly fitted or top-dose-only effect, or another doubt; inactive = no such curve, though single readings can be large; an effect the other way counts as inactive or inconclusive. Unless noted, % is scaled to controls: 0 for no effect and ±100 for the full control effect; potency is read from the fitted curve at half-maximal effect.

[1] COc1ccc(C(=O)C2CCN(CC(=O)NCc3ccccc3)CC2)cc1
[2] CCCCn1nc(NC(=O)COC)c2cc3cc(OC)ccc3nc21
[3] CCC(C)[C@H]1CNC(=S)N1CCc1cccc2ccccc12 (stereo partly drawn)
[4] COC(=O)c1cc2c(ccn2-c2ccc(F)cc2)n1Cc1ccc(C#N)cc1
[5] CCC(=O)N1CCN(c2nc3c(C)cccc3s2)CC1
[6] COc1cc(OC)cc(-c2nnc(SCC(=O)c3ccc([N+](=O)[O-])cc3)o2)c1
[7] COc1cccc(NC(=O)Cn2c(CCC(=O)O)ccc2-c2ccccc2)c1
[8] O=C(NCC1COc2ccccc2O1)C1C2C=CC3(CN(Cc4cccs4)C(=O)C13)O2 (stereo not drawn)
[9] COc1cccc(NC(=O)NC(C)C2CC3CCC2C3)c1 (stereo not drawn)
[10] COc1ccc(-c2ccc(/C=C3\C(=O)N(c4ccccc4)N=C3c3ccccc3)o2)c([N+](=O)[O-])c1
Screen / compound no.	1	2	3	4	5	6	7	8	9	10
FEN1 inh	0.4%	6.5%	-19.7%	1.1%	-2.4%	-3.9%	-2.4%	10.9%	2.8%	0.9%
N370S GC	-1.8%	6.2%	27.5%	-4.0%	.	.	-2.7%	3.3%	4.6%	-2.5%
GCN5L2 inh	-1.9%	-6.1%	-26.8%	-10.3%	-3.0%	-0.2%	-2.1%	-5.4%	-0.6%	-3.7%

[11] Cc1ccc(NC(=S)NN2CCN(C)CC2)cc1
[12] O=C(N/N=C/c1cccc(Oc2ccc([N+](=O)[O-])cc2[N+](=O)[O-])c1)c1cncc(Br)c1
[13] COc1ccc(CCNc2c3ccccc3nc3ccccc23)cc1OC
[14] Oc1cccc(/C=N/c2c(-c3ccco3)nc3ccccn23)c1
[15] O=C(COC(=O)CCc1ccc(S(=O)(=O)N2CCOCC2)cc1)NC1CCCCCC1
[16] COc1ccc(C(=O)NC(=S)N2CCC(C)CC2)cc1
[17] COC(=O)C1=C(C)Nc2nnnn2C1c1ccc(Cl)cc1Cl (stereo not drawn)
[18] CCCC(=O)NC(NC(=S)Nc1ccc(N=Nc2ccccc2)cc1)C(Cl)(Cl)Cl (stereo not drawn)
[19] COc1ccc(CCCn2ncc3c2nc(N)n2nc(-c4ccco4)nc32)cc1
[20] CC1CCCN(Cc2c(O)ccc3c4c(c(=O)oc23)CCCC4)C1 (stereo not drawn)
Screen / compound no.	11	12	13	14	15	16	17	18	19	20
FEN1 inh	1.6%	-9.4%	50.1µM*	-23.2%	7.4%	-6.8%	-4.3%	-7.0%	.	-6.1%
N370S GC	-3.0%	6.0%	?	-9.1%	22.2%	.	-23.5%	-9.0%	-0.7%	?
GCN5L2 inh	-2.1%	0.7%	-5.2%	-2.0%	-8.4%	1.4%	-7.1%	-0.7%	?	?

[21] Cc1cc2cc(CNC(=O)c3cc4ccccc4o3)ccc2n1C
[22] Cc1ccc(C)c(NC(=S)Nc2cccc3cnccc23)c1
[23] CC1(C)C2([N+](=O)[O-])CN3CC1([N+](=O)[O-])CN(C2)C3c1ccccc1 (stereo not drawn)
[24] Cc1cc(C(=O)COC(=O)c2cc(Cl)ccc2N)c(C)n1Cc1ccco1
[25] CCOC(=O)c1ccc(N2C(=O)c3n[nH]c(-c4cccs4)c3C2c2ccc(CC)cc2)cc1 (stereo not drawn)
[26] COc1cc(-c2nnc3sc(C4CCCCC4)nn23)cc(OC)c1OC
[27] Cc1ccc(N2CCN(C(=O)c3cccs3)CC2)c(C)c1
[28] Cc1ccc(C(O)Cn2cc([N+](=O)[O-])nc2C)cc1 (stereo not drawn)
[29] COc1ccc(C(C)(C)C)cc1NC(=O)Cn1cnnn1
[30] O=C(CN1CCN(C(=O)c2ccccc2)CC1)Nc1ccc(Br)cn1
Screen / compound no.	21	22	23	24	25	26	27	28	29	30
FEN1 inh	.	-6.5%	-8.8%	-11.0%	?	-17.1%	-7.3%	-9.1%	-8.8%	-6.2%
N370S GC	-2.7%	-7.1%	15.2%[12.8 µM]	?	.	10.0%	-13.8%	-5.5%	0.2%	3.2%
GCN5L2 inh	-5.9%	0.9%	-5.3%	-10.4%	-17.0%	-2.1%	-10.2%	-4.6%	-5.0%	-25.3%

[31] Cc1ccc(-c2cc(C(F)F)nc(N3CCOCC3)n2)cc1
[32] COc1ccccc1/C=C/CN1CCCC(CO)(Cc2cccc(Cl)c2)C1 (stereo not drawn)
[33] CC(Oc1ccc(Cl)cc1)c1ccc(C#N)c(=O)[nH]1 (stereo not drawn)
[34] Cc1nnc(NC(=O)CSc2nnc3c(n2)[nH]c2ccccc23)s1
[35] Cc1cc(Nc2ccccc2)n(C(=O)c2ccccc2)n1
[36] CC(=O)Nc1ccccc1-c1nnc(SCc2ccccc2Cl)[nH]c1=O
[37] O=C(CSc1nnc(-c2cccnc2)s1)Nc1ccnc2ccccc12
[38] O=C(O)CCCSc1nccn1-c1ccccc1
[39] COc1cccc(C2(C)NC(=O)N(CC(=O)Nc3ccc(N4CCOCC4)cc3)C2=O)c1 (stereo not drawn)
[40] CC1CCN(C(=O)c2cccc(NC(=O)c3nsc4ccccc34)c2)CC1
Screen / compound no.	31	32	33	34	35	36	37	38	39	40
FEN1 inh	-19.0%	-2.1%	-2.4%	-15.2%	-0.8%	7.7%	-16.6%	1.1%	14.9%	-31.5%
N370S GC	-8.7%	-6.8%	?	.	6.3%	24.5%[12.8 µM]	-2.4%	-2.1%	.	.
GCN5L2 inh	-11.3%	-14.3%	-1.6%	-11.5%	-2.9%	-6.8%	0.6%	-5.4%	1.7%	-7.0%

[41] CC(=O)c1cc2c(cc1NC(=O)CCc1c(C)nc3ncnn3c1C)OCO2
[42] COc1cc(Cc2nc3ccc(S(=O)(=O)N4CCOCC4)cc3[nH]2)cc(OC)c1OC
[43] Cc1nn(-c2cccc(C(F)(F)F)c2)c(Cl)c1/C=N/Nc1cccc(C(=O)O)c1
[44] Cc1cccn2cc(CSc3nnc(Nc4ccc(C(C)C)cc4)s3)nc12
[45] COc1ccc(-c2cc3ccc(O)c(CN4CCCC4)c3oc2=O)cc1OC
[46] COCCCN(CC(=O)NCc1ccccc1)S(=O)(=O)c1ccc(C)cc1
[47] CCCCN(CCCC)C(=O)C1CC=CCC1C(=O)O (stereo not drawn)
[48] O=C(c1cccc(S(=O)(=O)Nc2ccccc2Cl)c1)N1CCC1
[49] Nn1c(SCC(=O)Nc2ccccc2C(F)(F)F)nncc1=O
[50] N#Cc1c(NC(=O)CSc2nc(N)cc(=O)[nH]2)sc2c1CCCCCC2
Screen / compound no.	41	42	43	44	45	46	47	48	49	50
FEN1 inh	3.5%	5.9%	-12.7%	-21.0%	5.0%	-9.9%	6.1%	3.6%	-16.9%	-0.6%
N370S GC	.	13.8%	-13.1%	3.1%	.	-4.9%	3.4%	-3.8%	-1.5%	7.7%
GCN5L2 inh	1.3%	-6.8%	-25.7%	-4.1%	14.1µM*	-24.0%	-4.3%	-22.1%	-3.8%	-23.2%

Records 41–47, reprinted for reference:
[41] CC(=O)c1cc2c(cc1NC(=O)CCc1c(C)nc3ncnn3c1C)OCO2
[42] COc1cc(Cc2nc3ccc(S(=O)(=O)N4CCOCC4)cc3[nH]2)cc(OC)c1OC
[43] Cc1nn(-c2cccc(C(F)(F)F)c2)c(Cl)c1/C=N/Nc1cccc(C(=O)O)c1
[44] Cc1cccn2cc(CSc3nnc(Nc4ccc(C(C)C)cc4)s3)nc12
[45] COc1ccc(-c2cc3ccc(O)c(CN4CCCC4)c3oc2=O)cc1OC
[46] COCCCN(CC(=O)NCc1ccccc1)S(=O)(=O)c1ccc(C)cc1
[47] CCCCN(CCCC)C(=O)C1CC=CCC1C(=O)O (stereo not drawn)
Screen / compound no.	41	42	43	44	45	46	47
FEN1 inh	3.5%	5.9%	-12.7%	-21.0%	5.0%	-9.9%	6.1%
N370S GC	.	13.8%	-13.1%	3.1%	.	-4.9%	3.4%
GCN5L2 inh	1.3%	-6.8%	-25.7%	-4.1%	14.1µM*	-24.0%	-4.3%

(listing goes on)
[51] O=c1c2ccccc2oc2c1oc1ccccc12
[52] NC(=O)C1CCN(c2oc(-c3ccccc3F)nc2S(=O)(=O)c2ccc(Cl)cc2)CC1
[53] O=C(CCc1ccccc1)NC(=S)Nc1cc(C(F)(F)F)ccc1N1CCOCC1
[54] O=C(Cc1cccc(C(F)(F)F)c1)OCC(=O)N1CCN(S(=O)(=O)c2ccc(Cl)cc2)CC1
[55] CCc1c(C)nc2c(C)cccc2c1SCCC#N
[56] COc1cccc2c1NC(C(=O)O)C1CC=CC21 (stereo not drawn)
[57] Cc1ccc2oc(=O)c3cnn(CC(=O)Nc4ccc(Br)cc4C)c3c2c1
[58] CC(C)CN(C(=O)COc1ccc(C(C)(C)C)cc1)C1CCS(=O)(=O)C1 (stereo not drawn)
[59] CO/N=C/c1c(-c2ccccc2)nn(C)c1Cl
[60] Cc1ccc(-n2nc3c(=O)n(CCCC(=O)NCc4ccccc4Cl)nc(C)c3c2C)cc1
Screen / compound no.	51	52	53	54	55	56	57	58	59	60
FEN1 inh	-29.9%	33.3%[activator]	-2.2%	4.9%	-10.9%	25.1µM*	1.5%	-5.5%	-3.1%	19.6%
N370S GC	.	-11.0%	.	5.7%	4.3%	2.5%	.	-7.2%	-0.3%	-3.0%
GCN5L2 inh	2.0%	-6.1%	-12.5%	1.4%	-2.2%	11.2µM*	-6.0%	-0.7%	-8.6%	-16.2%

[61] CC(CCc1ccc(O)cc1)NCc1ccc(Cl)cc1Cl (stereo not drawn)
[62] COCCNC(=O)C(c1ccco1)N(C(=O)Cn1nnc2ccccc21)c1ccc(C)cc1C (stereo not drawn)
[63] Cc1ccc(S(=O)(=O)NC(=O)NC(C)(C)C)cc1
[64] COC(=O)c1c(NC(=O)/C(C#N)=C/c2ccccc2)sc2c1CCC2
[65] O=C(c1ccc(Cl)c(S(=O)(=O)N2CCOCC2)c1)N(Cc1nnc(-c2ccccc2Cl)o1)C1CC1
[66] COC(=O)c1ccccc1NC(=O)Nc1cc(C)cc(C)n1
[67] CN(C)CCSc1nc2cc(S(=O)(=O)N3CCCCC3)ccc2o1
[68] O=C(CCCCCn1c(=O)[nH]c2ccccc2c1=O)N1CCN(Cc2ccc3c(c2)OCO3)CC1
[69] CCc1cccc2c(C(=O)COC(=O)c3ccc([N+](=O)[O-])s3)c[nH]c12
[70] CCC(C)N(C(=O)COC(=O)c1cc([N+](=O)[O-])ccc1N1CCOCC1)C1CCS(=O)(=O)C1 (stereo not drawn)
Screen / compound no.	61	62	63	64	65	66	67	68	69	70
FEN1 inh	-6.5%	-8.0%	-15.2%	-18.5%	-1.4%	10.7%	-0.8%	-0.1%	?	2.0%
N370S GC	-8.8%	-14.3%	-14.8%	.	10.0%	?	.	-1.2%	13.4%	9.5%
GCN5L2 inh	-4.2%	-5.4%	-2.5%	-3.2%	0.3%	-6.0%	-3.7%	-5.5%[0.501 µM]	-8.4%	-2.4%

[71] COc1cc(C(c2c(C)[nH][nH]c2=O)c2c(C)[nH][nH]c2=O)cc(Cl)c1O
[72] O=C(CSc1nnnn1-c1ccccc1)Nc1ncc(Cc2cccc(Cl)c2Cl)s1
[73] O=C1N/C(=C/c2cccn2-c2ccccc2)C(=O)N1Cc1ccc(F)cc1
[74] Cc1cc(C)cc(C(=O)OCC(=O)N2CCCCCC2)c1
[75] O=C(NCCc1ccccc1)c1n[nH]c(=O)c2ccccc12
[76] COc1ccc(C(=O)N2CCC3(CCN(C)CC3)CC2)cc1
[77] COc1ccc(-c2nc(NC(=O)c3cc(C(C)(C)C)nn3C)sc2C)cc1
[78] COc1ccc(/C=N/NC(=O)c2ccncc2)cc1CN1CCOCC1
[79] COc1cc(C(=O)O)cc(OC)c1OCc1cc(C(=O)O)oc1C
[80] COc1ccc(OC)c(NC(=O)CSc2nnnn2C2CCCC2)c1
[81] COc1ccc(-c2nncnn2)cc1
[82] COc1cccc(CNC(=O)c2cnc(N3CCCCC3)c3ccccc23)c1
Screen / compound no.	71	72	73	74	75	76	77	78	79	80	81	82
FEN1 inh	-19.4%	0.1%	0.9%	-3.5%	1.4%	.	-23.2%	1.1%	-10.7%	12.0%	-13.0%	-3.3%
N370S GC	1.2%	1.9%	3.1%	.	0.1%	-4.9%	-13.1%	-11.1%	8.3%	-10.8%	1.6%	.
GCN5L2 inh	-11.4%	-3.4%	-15.2%	-8.4%	-1.8%	0.7%	-15.4%	-14.8%	-0.6%	0.7%	1.4%	-4.6%
